Bioassay records from PubChem BioAssay.
CHRM1 PAM: human M1 muscarinic receptor positive allosteric modulators, primary screen, CHO-K1 cells, Fluo-8 calcium fluorescence, 1536-well; AID 588819, 2011; activation, % at 3 µM; CHO-K1 hM1, ACh EC20; 0% = ACh EC20, 100% = maximal ACh; actives 0.088% (n = 360,000); in the data active = activation above about 19%, passing the limit was not always enough
OXTR potentiator: human OXTR potentiators, primary screen, fluorescence, CHO-OTR cells, Fluo-8 calcium. Oxytocin receptor (Homo sapiens), P30559. Fluo-8 calcium fluorescence, potentiator mode; 0% = oxytocin EC15, 100% = EC100. activation, % at 3 µM. actives 0.061% (n = 320,000);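 active = activation above that plate's cutoff, the mean activation of tested compounds plus 3 SD, cut at about 6.6% in these data, passing the limit was not always enough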;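 note: 100% uses oxytocin at 75 nM as the full agonist control; some results filed as inactive read as strong as hits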
Target sequence (P30559 whole entry, looked up): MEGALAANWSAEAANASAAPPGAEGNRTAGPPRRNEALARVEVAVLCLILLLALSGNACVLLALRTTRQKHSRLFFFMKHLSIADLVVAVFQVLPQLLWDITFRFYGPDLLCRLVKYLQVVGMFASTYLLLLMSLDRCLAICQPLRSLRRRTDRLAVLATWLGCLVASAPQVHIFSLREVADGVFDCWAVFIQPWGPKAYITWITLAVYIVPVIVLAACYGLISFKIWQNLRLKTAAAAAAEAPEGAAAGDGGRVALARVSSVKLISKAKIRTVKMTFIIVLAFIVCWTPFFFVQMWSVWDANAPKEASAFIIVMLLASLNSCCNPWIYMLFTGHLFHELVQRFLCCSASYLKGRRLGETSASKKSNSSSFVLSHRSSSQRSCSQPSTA
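assay system = CHO-OTR cells, human receptor | schedule = compound 6 min at room temperature before oxytocin, 100 s read | detection = Fluo-8 intracellular calcium fluorescence, ex 470-495, em 515-575 nm | evaluation = normalized max/min fluorescence ratio, % activation | control set = EC15 oxytocin alone as 0%, 75 nM oxytocin (EC100) as 100%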
CHO-K1 Ca antag: nonselective inhibitor or artifact in parental CHO-K1 cells. actives 0.6% (n = 360,000). AID 602250. ATP-induced calcium, Fluo-8 fluorescence. inhibition, % at 3 µM;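 active = inhibition above a per-plate cutoff, the plate's mean sample inhibition plus 3 SD, cut at about 24% in these data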;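 note: 0% = DMSO plus EC80 ATP and 100% = DMSO alone without ATP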
M4 antag: human M4 muscarinic receptor antagonists, primary screen, CHO cells, Fluo-8 calcium fluorescence. Muscarinic acetylcholine receptor M4 (Homo sapiens), P08173. CHO-hM4 cells, ACh EC80. inhibition, % at 3 µM. actives 0.73% (n = 360,000);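 active = inhibition above its plate's cutoff, the mean inhibition of sample wells plus 3 SD, cut at about 27% in these data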;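 note: 0% = acetylcholine EC80 with DMSO and 100% = DMSO without agonist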
Target sequence (P08173 whole entry, looked up): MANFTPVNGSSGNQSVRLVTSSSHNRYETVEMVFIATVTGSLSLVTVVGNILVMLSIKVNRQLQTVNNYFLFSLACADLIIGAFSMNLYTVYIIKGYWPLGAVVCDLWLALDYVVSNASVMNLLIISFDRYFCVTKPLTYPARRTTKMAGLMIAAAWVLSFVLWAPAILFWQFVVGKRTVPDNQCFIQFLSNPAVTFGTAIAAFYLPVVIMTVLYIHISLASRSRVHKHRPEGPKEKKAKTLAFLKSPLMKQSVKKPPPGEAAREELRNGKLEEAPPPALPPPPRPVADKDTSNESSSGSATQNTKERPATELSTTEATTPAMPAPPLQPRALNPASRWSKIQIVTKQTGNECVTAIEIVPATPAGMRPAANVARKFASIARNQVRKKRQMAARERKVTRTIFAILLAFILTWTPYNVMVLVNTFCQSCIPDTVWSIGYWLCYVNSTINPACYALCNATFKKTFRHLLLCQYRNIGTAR
CHO parental Ca: ATP-evoked calcium signal inhibitors, parental CHO, primary screen, counter-screen for OX1R antagonist project, cell-based, fluorescence, Fluo-8 calcium dye; parental CHO-K1, ATP-induced calcium, Fluo-8 fluorescence; inhibition, % at 5.6 µM; actives 0.63% (n = 330,000); AID 463079, 2010;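 active = inhibition above that plate's mean sample inhibition plus 3 SD, cut at about 26% in these data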;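 note: 0% = ATP-challenged DMSO wells and 100% = DMSO wells without ATP; some compounds past the cut are filed as inactive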
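Assay system: parental CHO cells; Read-out basis: percent inhibition of ATP-evoked calcium rise, normalized to controls; Benchmarks: ATP and no-ATP DMSO wells; Compound dosing: single nominal dose of 5.6 µM per compound; Signal: Fluo-8 calcium dye fluorescence; Also added: ATP as calcium-mobilizing challenge; Repeats: singlicate.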
M1 ag: human M1 muscarinic receptor agonists, primary screen, Fluo-8 calcium fluorescence, CHO-K1 cells, HTS. activation, % at 3 µM. AID 588814, 2011. Muscarinic acetylcholine receptor M1 (Homo sapiens), P11229. actives 0.33% (n = 360,000). CHO-K1 hM1, agonist mode; 0% DMSO, 100% acetylcholine EC100;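 active = activation above the run's mean compound activation plus 3 SD, cut at about 16% in these data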;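 note: peak over basal fluorescence ratio within a 140 s kinetic read after compound addition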
M1 antag: human M1 muscarinic receptor antagonists, primary screen, CHO-K1 cells, Fluo-8 calcium fluorescence, 1536-well; actives 1.3% (n = 360,000); AID 588852, 2011; inhibition, % at 3 µM; CHO-K1 hM1, ACh EC80 antagonist; Muscarinic acetylcholine receptor M1 (Homo sapiens), P11229;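 active = percent inhibition above its own plate's cutoff, namely the mean of that plate's compound wells plus 3 SD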;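 note: peak over basal fluorescence ratio during 140 s after agonist addition; 0% = ACh EC80 plus DMSO and 100% = DMSO alone without agonist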
CHRM4 agonist: human M4 muscarinic receptor agonists, primary screen, CHO-K1 cells, Fluo-8 calcium fluorescence. Muscarinic acetylcholine receptor M4 (Homo sapiens), P08173. CHO-K1 hM4/Gqi5; vehicle 0%, full acetylcholine response 100%. activation, % at 3 µM. actives 0.14% (n = 360,000);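 active = activation above the run mean over all test wells plus 3 SD, cut at about 32% in these data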;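 note: peak over basal fluorescence ratio per well then scaled between controls; 0% = DMSO wells and 100% = acetylcholine at EC100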
CHO-K1 Ca ag: counter-screen for M1 agonists: effect in parental CHO-K1 cells | actives 0.48% (n = 360,000) | activation, % at 3 µM | Fluo-8 calcium fluorescence; scaled to maximal ATP response, vehicle zero; in the data active = activation above about 15%;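 note: untransfected CHO-K1 host cells lacking M1 receptor as counterscreen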
Active calls of the source: *; . = not tested or not shown; & = joins results of further samples. Compounds were not picked by outcome; 2.9% or so of the library scored in one or more.

1	CC(C)CNC(=O)c1cccc(NC(=O)C(C)Oc2ccccc2)c1 (stereo not given)
2	CN(C)S(=O)(=O)c1cc(NC(=O)CSc2nn(-c3ccc(Cl)cc3)c(=S)s2)ccc1Cl
3	CC(C)(C)n1ncc2c(=O)n(Cc3ccccc3Br)cnc21
4	Cc1ccccc1-c1ocnc1C(=O)Nc1ccccc1NC(=O)c1ccccn1
5	NS(=O)(=O)c1ccc(CCNC(=O)C2(S(=O)(=O)c3ccc(Cl)cc3)CC2)cc1
6	CC(CN1CCN(C/C=C/c2ccccc2)CC1)c1ccccc1 (stereo not given)
7	CN(c1ccc(O)cc1)S(=O)(=O)c1ccc2ccccc2c1
8	CC(C)c1ccc(Nc2n[nH]c(=S)s2)cc1
9	COC(=O)c1c(C(=O)OC)c(-c2cccc(C)c2)n2c1CS(=O)C2 (stereo not given)
10	COc1ccc(N/N=C/c2c(C(=O)O)ccc3ccccc23)cc1

assay / compound,1,2,3,4,5,6,7,8,9,10
CHRM1 PAM,-4,-4,-3,-5,4,-7,4,-2,-8,1
OXTR potentiator,2,-6,-8,-6,-9,-4,-13,.,-2,-4
CHO-K1 Ca antag,-5,5,-17,-4,-1,-5,-8,28*,-1,-16
M4 antag,-2,13,4,1,-4,8,3,12,-7,-6
CHO parental Ca,-8,10,-7,-22,-5,-13,8,.,-16,-16
M1 ag,-4,-2,-2,-4,-2,-9,-6,-2,1,-1
M1 antag,-5,9,-2,3,-4,-4,-2,7,-12,-9
CHRM4 agonist,3,8,14,4,2,0,12,0,1,8
CHO-K1 Ca ag,0.6,4.5,2.9,0.5,0.4,-0.4,5.8,0.8,0.1,9.2

Next section (four carried over from the part before).
7	CN(c1ccc(O)cc1)S(=O)(=O)c1ccc2ccccc2c1
8	CC(C)c1ccc(Nc2n[nH]c(=S)s2)cc1
9	COC(=O)c1c(C(=O)OC)c(-c2cccc(C)c2)n2c1CS(=O)C2 (stereo not given)
10	COc1ccc(N/N=C/c2c(C(=O)O)ccc3ccccc23)cc1
11	O=C(COc1ncnc2ccc(Br)cc12)NCc1ccco1
12	COc1cc(/C=N/NC(=O)c2cccnc2)ccc1OS(=O)(=O)c1cc(C)ccc1C
13	COc1ccc(-c2csc(NC(=O)c3c(C)noc3C)n2)cc1
14	COc1cc2c(cc1OC)-c1cc(NC3CCCCC3)nc(=O)n1CC2
15	O=C(NCCc1cccc(F)c1)C1CCN(S(=O)(=O)c2ccc(F)cc2)CC1
16	CC(=O)Nc1ccc(NC(=O)C(C)NC(C)c2cccc3ccccc23)cc1 (stereo not given)
17	COc1ccc(CNC(=O)c2c(O)c3ccccc3n(C)c2=O)cc1OC
18	CC(C)Nc1ncnc2c1ncn2[C@H]1CN(Cc2ccc(-c3ccccc3)cc2)C[C@@H](CO)O1
19	CCN(CC)CC(=O)N1N=C(c2cccs2)CC1c1ccco1 (stereo not given)
20	COc1ccc(S(=O)(=O)NC(=O)C2(C)CCN2C(=O)Cc2cc(C)cc(C)c2)cc1OC (stereo not given)

assay / compound,7,8,9,10,11,12,13,14,15,16,17,18,19,20
CHRM1 PAM,4,-2,-8,1,5,-14,-2,7,9,9,6,2,-21,-7
OXTR potentiator,-13,.,-2,-4,0,-13,-8,-1,-1,-1,-15,.,3,.
CHO-K1 Ca antag,-8,28*,-1,-16,-1,12,-5,-3,-4,23,-4,11,0,-7
M4 antag,3,12,-7,-6,-2,16,-4,-2,2,-8,-1,6,20,4
CHO parental Ca,8,.,-16,-16,-12,-12,-28,-24,-18,-1,-14,.,-9,.
M1 ag,-6,-2,1,-1,-2,-2,-3,-1,-1,8,-3,3,-5,-3
M1 antag,-2,7,-12,-9,-2,25,2,-3,-14,14,-11,10,51*,15
CHRM4 agonist,12,0,1,8,1,14,14,-1,2,2,0,16,0,0
CHO-K1 Ca ag,5.8,0.8,0.1,9.2,0.7,7.0,3.9,0.0,3.0,0.2,0.3,11,-0.2,0.1

21	Cc1cc(C)c2nc(N(CCCN(C)C)C(=O)c3ccc(S(=O)(=O)N4CCCCCC4)cc3)sc2c1
22	CCCN(CCC)S(=O)(=O)c1ccc(C(=O)OCCN2C(=O)c3cccc4c(N5CCOCC5)ccc(c34)C2=O)cc1
23	COc1ccc(OC)c2[nH]c(=O)c(CCNC(=O)CC(C)C)cc12
24	C=CCSc1nc2ccccc2c2nc(-c3ccccc3)nn12
25	CCc1nnc(NC(=O)c2ccc(COc3ccccc3)o2)s1
26	CC1(C)CC(NC(=S)NC(=O)c2cc(Br)ccc2Cl)CC(C)(C)N1
27	CCc1ccc(C(=O)NNc2cc(Cl)ccc2Cl)cc1
28	CN(C)C(=O)c1cn(-c2ccccc2)c(=O)c2ccccc12
29	CC(=Nc1ccccc1C(F)(F)F)c1ccncc1
30	Cc1nn(Cc2ccccc2)c2c1C(c1ccncc1)C(C#N)=C(N)O2 (stereo not given)

assay / compound,21,22,23,24,25,26,27,28,29,30
CHRM1 PAM,-7,-6,7,7,7,11,-21,3,0,-1
OXTR potentiator,-16,-9,-10,-7,-2,-6,-3,-3,-8,-5
CHO-K1 Ca antag,8,-6,-8,8,-8,2,5,-10,1,-5
M4 antag,-5,-1,-12,1,12,1,-2,3,12,-5
CHO parental Ca,-9,-8,0,-11,-6,-7,-14,0,3,-15
M1 ag,-6,-2,0,-2,-4,22*,-7,-7,-3,-4
M1 antag,16,24,-45,-13,-3,-5,33,-2,-3,1
CHRM4 agonist,11,5,1,1,0,2,2,1,1,-1
CHO-K1 Ca ag,2.1,2.3,0.6,0.4,0.8,0.2,-0.2,0.4,0.0,0.5

31	O=C(NCc1cccs1)c1ccc(N2CCCC2=O)cc1
32	CN(C)S(=O)(=O)c1ccc2nc(NC(=O)c3cccs3)sc2c1
33	COc1ccc(C2(CNC(=O)c3cc(OC)c(OC)c(OC)c3)CCCC2)cc1OC
34	CS(=O)(=O)c1ccc(CNC(=O)[C@]2(C(F)(F)F)C[C@H](CCc3ccccc3)CCCO2)cc1
35	COc1ccc(N(CC(=O)NCC(C)C)S(=O)(=O)c2ccccc2)cc1
36	CCc1ccc2[nH]c(=O)c(CN(CCN(C)C)C(=O)Nc3ccccc3)cc2c1
37	S=C(Nc1ccc(Oc2ccccc2)cc1)N1CCOCC1
38	O=C(NCC1COc2ccccc2O1)c1ccc(NC(=O)C2CCCO2)cc1 (stereo not given)
39	COc1ccc(C)cc1NC(=O)CSc1nnc2ccc(-c3cccnc3)nn12
40	COc1ccc(OC)c(S(=O)(=O)NCc2ccccc2)c1

assay / compound,31,32,33,34,35,36,37,38,39,40
CHRM1 PAM,0,-10,21,0,9,0,2,6,7,4
OXTR potentiator,-2,-4,.,-13,-6,-9,-15,1,-9,-4
CHO-K1 Ca antag,-2,-1,-2,-24,-3,-14,-11,3,-6,20
M4 antag,13,5,5,1,-1,8,0,5,0,12
CHO parental Ca,-11,18,.,-23,-23,-18,-14,-9,-28,-9
M1 ag,0,-1,0,-9,-6,-5,-4,-3,-2,-4
M1 antag,-20,12,-21,0,2,2,0,-2,-13,-6
CHRM4 agonist,1,8,0,9,1,2,4,2,2,0
CHO-K1 Ca ag,-0.2,3.3,3.3,2.7,1.2,0.6,5.4,0.4,1.4,-0.4

41	Cc1cc(C)c(NC(=O)CNC(=O)COC(=O)Cc2ccccc2C)c(C)c1
42	CCC(C)N(C(=O)COC(=O)c1nc2nc(C)cc(C)n2n1)C1CCS(=O)(=O)C1 (stereo not given)
43	Cc1ccccc1NC(=O)c1cc(=O)c2ccccc2o1
44	Cc1cccc(C(=O)OCC(=O)NCc2ccc(Cl)cc2)c1
45	O=C(Nc1ccc2c(c1)OCO2)c1cc(C2CCCCN2C(=O)c2ccccc2)on1 (stereo not given)
46	Cc1cccc(OCC(=O)Nc2ccc(C(=O)O)cc2NC(=O)COc2cccc(C)c2)c1
47	Cc1c(Cl)cccc1Nc1ncccc1C(=O)O
48	O=C(COC(=O)/C=C/c1ccc(F)cc1)NC1CCCC1
49	O=C(Nc1nc2ccccc2s1)c1ccc2sc([C@H]3C[C@H](O)[C@@H](CO)O3)nc2c1
50	Cc1ccc(CNC(=O)C2CCCN(S(=O)(=O)c3c(C)noc3/C=C/N(C)C)C2)cc1 (stereo not given)

assay / compound,41,42,43,44,45,46,47,48,49,50
CHRM1 PAM,1,19,2,8,-9,4,-3&5,-8,1,-1
OXTR potentiator,2,-7,-1,.,.,-7,4,.,.,-13
CHO-K1 Ca antag,3,-10,9,-4,4,3,-6&2,17,6,-14
M4 antag,-9,-13,-2,-6,-6,8,-2&2,-5,-5,-6
CHO parental Ca,-16,-10,-6,.,.,-1,-6,.,.,-8
M1 ag,-3,0,-3,-3,-7,-3,-2&-2,-3,4,-5
M1 antag,-8,-18,-7,-13,4,-3,-14&-31,24,1,-5
CHRM4 agonist,1,0,3,1,4,1,-1&-1,2,13,0
CHO-K1 Ca ag,0.1,-0.5,-0.1,0.1,1.1,0.0,-0.3&-0.4,0.2,3.9,1.4

51	N#CC1(c2ccccc2)CCC(=O)N1Cc1ccccc1 (stereo not given)
52	O=C(Nc1ccccc1)OCC1COC(c2ccccc2)(c2ccccc2)O1 (stereo not given)
53	CCOc1ccc(CCNC(=O)COC(=O)c2cccnc2Cl)cc1OCC
54	C[n+]1cc(-c2ccccc2)oc1-c1ccccc1
55	O=C(Nc1cccc(Cl)c1)OCCOC(=O)Nc1cccc(Cl)c1
56	c1cc(CNCCCN2CCOCC2)ccn1

assay / compound,51,52,53,54,55,56
CHRM1 PAM,5,-3,10,8,-4,0
OXTR potentiator,-4,.,-13,1,.,-6
CHO-K1 Ca antag,-8,-14,-4,-2,-17,-12
M4 antag,1,2,-10,3,-8,-9
CHO parental Ca,-5,.,-18,-3,.,-9
M1 ag,-3,-6,-2,-4,-3,-4
M1 antag,-3,-4,-12,-12,0,4
CHRM4 agonist,1,-1,-1,1,5,0
CHO-K1 Ca ag,0.5,0.4,0.5,0.7,0.9,0.3
